MgcRacGAP inhibition – MgcRacGAP GTPase-activating activity inhibitors, confirmation, biochemical, ADP Hunter fluorescence; MgcRacGAP-stimulated Rac1 GTP hydrolysis, ADP Hunter fluorescence; higher % means a stronger effect; GST-tagged Rac1 F28L mutant substrate; inhibition, % at 30 µM; hits with a dose series show IC50 in µM; 0.6% of 340,000 active; AID 624330;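 active = first-screen hits whose inhibition reached a set limit at any dose in the follow-up dose series; inconclusive = inhibition above the set first-screen limit but never retested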;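 note: fluorescence reports GDP produced by GAP-driven GTP hydrolysis; strong numbers were not always called active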
Myeloid diff 2 – compounds promoting myeloid differentiation; ER-HoxA9 myeloid progenitors, lysozyme-GFP differentiation, flow cytometry; calls only at 10 µM; 1% of 360,000 active; AID 624256;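 active = normalized GFP-positive differentiation at or above the plate's own cutoff, the solvent-only control mean plus 3 SD; inconclusive = no clear call, values can overlap the other calls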;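 note: cells exposed to compound for four days before flow analysis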
RSV antiviral HEp-2 – inhibition of RSV-induced cytopathic effect – HEp-2 cells, primary 10 µM value included (AID 2391); 0.13% of 310,000 active; HEp-2 cells, RSV-induced CPE inhibition; higher % means a stronger effect; CPE inhibition, % at 10 µM, or IC50 in µM where a hit was titrated; in the data active = a potency from the dose series; inconclusive = CPE inhibition mostly from about 23% at the one dose, without a potency; inactive = the rest, 99 in 100 with CPE inhibition below about 21%; note: strong numbers were not always called active
WT yeast gro inh – growth inhibition of WT yeast, mitochondrial fusion screen; mitochondrial fusion phenotypic screen, WT strain; inhibition, % at 10 µM; 2.1% of 190,000 active; AID 1362; in the data active = inhibition above about 58%; tested in S. cerevisiae
West Nile antiviral – West Nile virus antiviral activity, cell-based, CPE readout (AID 1621); 0.02% of 290,000 active; West Nile virus-infected cells, CPE inhibition; higher % means a stronger effect; one-dose CPE inhibition, % at 10 µM; IC50 in µM for titrated hits; in the data active = a potency from the dose series; inconclusive = CPE inhibition mostly from about 3.7% at the one dose, without a potency; inactive = the rest, 99 in 100 with CPE inhibition below about 2.2%; note: strong numbers were not always called active
bCat nuc transl – modulators of beta-catenin nuclear translocation | nuclear translocation activity, % at 5 µM | HeLa beta-catenin nuclear translocation, immunofluorescence imaging | 0.3% of 190,000 active | AID 1665;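 active = nuclear translocation activity above 50% at 5 µM, with a well cell count of 50 or more; inconclusive = wells under 50 cells across six images, flagged as toxic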;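 note: per-cell ratio of nuclear to cytoplasmic median beta-catenin stain intensity; plate controls were DMSO negative control for no effect and GSK-3 inhibitor IX positive control for full effect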
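Test system: human HeLa cells, endogenous beta-catenin. Times: 24 h compound exposure, 37°C. Measured by: beta-catenin immunofluorescence imaging with DAPI.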
Salmonella PhoP GFP – inhibitors of PhoP regulon expression, primary screen, Salmonella Typhimurium, GFP reporter (AID 1863) | S. Typhimurium PhoP-regulated promoter GFP reporter, 4 h; higher % means a stronger effect | one-dose inhibition, % at 50 µM; IC50 in µM for titrated hits | 0.16% of 300,000 active;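 active = inhibition over 29.93%, a cutoff 3 SD above the screen mean, later confirmed by dose response; inconclusive = inhibition over 29.93% but no dose response follow-up; inactive = inhibition at most 29.93% or unconfirmed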;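 note: 0% = low Mg2+ inducing control and 100% = high Mg2+ repressing control; strong numbers were not always called active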
Large T inhibition – TAg ATPase/helicase activity blockers – biochemical (AID 1903); SV40 large T antigen ATPase/helicase inhibition assay; higher % means a stronger effect; one-dose inhibition, % at 20 µM; IC50 in µM for titrated hits; 0.39% of 310,000 active; in the data active = a potency from the dose series; inconclusive = inhibition mostly from about 32% at the one dose, without a potency; inactive = the rest, 99 in 100 with inhibition below about 32%; note: strong numbers were not always called active
T cell HTS – modulates CD8 T cell binding to vesicles; 2C CD8+ T cell-vesicle binding, flow cytometry; stronger effect = lower value; calls only at 7 µM; 0.068% of 330,000 active;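 active = response, share of CD8 T cells binding vesicles, and their 90th percentile fluorescence all below set limits, cut at about 80% in these data, passing the limit was not always enough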
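Material: 2C TCR transgenic mouse naive CD8+ T cells, MACS-purified. Also added: QL9-charged Drosophila Ld/ICAM-1/B7-1 vesicles. Timing: binding 1.5 h at 37 °C. Measured by: high-throughput flow cytometry with anti-B7-1 and anti-CD8 staining. Read-out: percent CD8+ FL2 mean versus row control. Controls: Unloaded micro-vesicles (low), QL9 vesicles with 0.7% DMSO (high).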
WT yeast gro inh mutant strain – also measured in WT yeast gro inh; calls as there; inhibition, %; mitochondrial fusion phenotypic screen, mutant strain inhibition
bCat nuc transl cell count 5 µM – second read-out of bCat nuc transl, no call of its own (marks repeat the call); cell count; measured here: cell count, cytotoxicity flag
T cell HTS vesicle-bound % – recorded beside T cell HTS, whose call it bears; double positive events, %; measured here: CD8+ vesicle-bound cell fraction;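 binding gate set so that unloaded-vesicle control wells show 10% double positive cells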
Myeloid diff 2 GFP+ MAC1+ % – also measured in Myeloid diff 2; calls as there; GFP+ MAC1+ double positive, %; measured here: differentiation confirmed by MAC1 staining
Active calls of the source: *; i = inactive; ? = inconclusive; . = not tested or not shown. This is a random part of the collection. Share with any hit: about 3.6%.

SMILES	MgcRacGAP inhibition	Myeloid diff 2	Myeloid diff 2 GFP+ MAC1+ %	RSV antiviral HEp-2	WT yeast gro inh	WT yeast gro inh mutant strain	West Nile antiviral	bCat nuc transl	bCat nuc transl cell count 5 µM	Salmonella PhoP GFP	Large T inhibition	T cell HTS	T cell HTS vesicle-bound %
Cc1ccc(CSc2nc(-c3ccccc3)c(C#N)c(=O)[nH]2)cc1	6.2%	i	0.6	9.8%	.	.	1.2%	.	.	-4.5%	20.3%	i	48.0
Cc1ccccc1CSCCNS(C)(=O)=O	7.1%	i	0.4	2.3%	-8.1	-3.1	0.6%	.	.	11.2%	19.3%	i	28.6
O=C(Nc1ccc(N2CCCCC2)cc1)c1ccc(F)cc1	4.3%	i	0.3	2.3%	-4.7	6.2	-0.1%	.	.	-7.4%	1.3%	i	46.3
O=C(COc1cccc2cccnc12)NNC(=O)Nc1ccccc1	17.5%	i	0.3	0.4%	9.4	6.7	0.2%	4.1	852	-7.5%	4.0%	i	52.8
S=c1oc(-c2ccncc2)nn1CCc1ccncc1	4.5%	i	1.1	1.3%	-15.8	-11.7	-0.4%	.	.	-15.4%	16.6%	i	27.6
O=C(NC12CC3CC(CC(C3)C1)C2)C1CCCN1C(=O)Nc1ccccc1 (centres undefined)	6.7%	i	1.2	0.2%	.	.	-0.3%	.	.	-6.9%	8.5%	i	34.5
O=C(NCc1nnc(SCC(=O)N2CCCC2)o1)c1cccc(C(F)(F)F)c1	11.0%	i	1.0	0.5%	.	.	-0.4%	.	.	-5.8%	13.2%	i	33.3
O=C(CCCn1c(=S)[nH]c2ccsc2c1=O)NC1CCCCC1	9.3%	i	1.3	1.6%	.	.	-0.2%	.	.	-9.0%	16.4%	i	32.6
O=C(/C=C/Nc1ccc(F)c(F)c1)c1cccs1	11.9%	i	0.2	0.5%	4.6	3.2	-0.1%	1.4	1189	0.2%	36.1%	i	47.7
CCN1C(=O)C(=O)N(CC(=O)N2CCC(C)Sc3ccccc32)C1=O (centres undefined)	1.7%	i	1.5	1.4%	.	.	.	.	.	.	.	i	23.5
Cc1ccc(CN(Cc2ccco2)C(=S)Nc2ccccc2C)cc1	5.7%	i	0.9	-0.8%	2.1	26.2	-1.5%	-4.9	1107	0.1%	16.7%	i	37.8
O=C(COC(=O)c1ccc([N+](=O)[O-])s1)NCc1ccccc1	0.4%	i	0.3	1.4%	20.2	-2.4	0.0%	-1.8	1104	15.6%	20.9%	i	44.7
CCC(CC)C1=NN2C(=N)/C(=C/c3ccc(OC(=O)c4ccco4)cc3)C(=O)N=C2S1	-4.7%	i	2.5	0.4%	.	.	0.1%	.	.	-9.8%	26.3%	i	38.1
Cc1ccc(NC(=S)Nc2ccc(OC(F)F)c(Cl)c2)cc1F	3.8%	i	0.4	12.1%	85.2*	60.9*	-0.6%	0.4	1124	-5.8%	5.0%	i	3.5
O=S(=O)(/N=C/N1CCOCC1)c1ccc(Cl)cc1	4.9%	i	1.0	2.0%	3.6	9.1	-0.3%	-2.1	997	0.7%	7.1%	i	19.3
CCCCNC(=O)c1onc(CSc2ccccc2)c1C(=O)O	1.8%	i	1.1	2.3%	7.6	5.3	0.2%	-1.5	1380	-16.5%	8.9%	i	50.1
Cc1ccc2ncnc(Nc3ccccc3)c2c1	-0.5%	i	1.4	-1.8%	4.5	12.5	-0.6%	-0.8	1071	-0.5%	3.5%	i	5.3
COc1nccnc1NS(=O)(=O)c1ccc(N=Cc2c(C)[nH]n(-c3ccccc3)c2=O)cc1	-6.3%	i	3.5	1.3%	-3.1	6.9	0.3%	-1.8	496	-13.7%	15.2%	i	19.6
Cn1ccnc1Sc1nc2c(c(=O)n(C)c(=O)n2C)n1C	1.9%	i	0.8	0.8%	-13.5	2.6	0.3%	-9.2	942	2.5%	-1.5%	i	16.9
COc1ccc(Br)cc1C(=O)NC(=S)Nc1ccc2[nH]c(=O)[nH]c2c1	-1.9%	i	2.8	1.0%	.	.	-0.7%	.	.	6.2%	4.3%	i	17.5
COC(=O)c1c(NC(=O)C2CCCO2)sc2c1CCC2 (centres undefined)	13.5%	i	0.8	3.8%	-1.9	7.9	0.1%	.	.	-7.9%	0.3%	i	30.0
Cc1ccc(N=C(NO)c2nonc2N)cc1	1.3%	i	7.4	0.9%	-2.9	8.4	-0.2%	-3.5	1157	3.2%	3.8%	i	46.6
CCn1c(SCC(=O)Nc2ncc(C(F)(F)F)cc2Cl)nnc1-c1ccccc1	8.0%	i	0.3	0.4%	-39.2	-13.2	0.0%	0.0	1045	-6.4%	4.4%	i	36.3
CC(C)CNC(=S)N(CCCN(C)C)Cc1cc2cc3c(cc2[nH]c1=O)OCCO3	18.5%	i	0.2	-0.1%	.	.	-0.8%	.	.	-3.8%	25.8%	i	49.2

Molecules from the list above that have two or more sulfur atoms, in the order listed:
SMILES	MgcRacGAP inhibition	Myeloid diff 2	Myeloid diff 2 GFP+ MAC1+ %	RSV antiviral HEp-2	WT yeast gro inh	WT yeast gro inh mutant strain	West Nile antiviral	bCat nuc transl	bCat nuc transl cell count 5 µM	Salmonella PhoP GFP	Large T inhibition	T cell HTS	T cell HTS vesicle-bound %
Cc1ccccc1CSCCNS(C)(=O)=O	7.1%	i	0.4	2.3%	-8.1	-3.1	0.6%	.	.	11.2%	19.3%	i	28.6
O=C(CCCn1c(=S)[nH]c2ccsc2c1=O)NC1CCCCC1	9.3%	i	1.3	1.6%	.	.	-0.2%	.	.	-9.0%	16.4%	i	32.6

Later entries:
SMILES	MgcRacGAP inhibition	Myeloid diff 2	Myeloid diff 2 GFP+ MAC1+ %	RSV antiviral HEp-2	WT yeast gro inh	WT yeast gro inh mutant strain	West Nile antiviral	bCat nuc transl	bCat nuc transl cell count 5 µM	Salmonella PhoP GFP	Large T inhibition	T cell HTS	T cell HTS vesicle-bound %
O=C(COC(=O)/C=C/c1ccc(S(=O)(=O)N2CCCCCC2)cc1)NCc1ccccc1Cl	4.9%	i	0.0	1.4%	-20.8	10.9	0.8%	2.0	996	-16.7%	-1.7%	i	46.2
COc1ccc(N(CC(=O)NCc2ccco2)S(C)(=O)=O)cc1OC	5.4%	i	1.3	1.3%	15.3	12.6	0.6%	-6.5	1255	-1.8%	11.9%	i	23.3
O=[N+]([O-])c1ccc(NC(=S)NCCc2ccc(F)cc2)cc1	11.1%	i	1.4	15.3%	85.4*	79.9*	?	-1.3	1163	27.8%	6.5%	i	40.4
CCOc1ncccc1C(=O)NCc1cccc(OC)c1	6.2%	i	0.5	0.8%	-15.8	7.5	-0.1%	-2.9	1188	-1.0%	10.2%	i	49.2
Cc1cc(C)n(CCCNC(=O)c2ccco2)n1	-1.1%	i	0.5	0.9%	.	.	.	.	.	.	.	i	28.3
CC(C)(C)Nc1nc(SCC(=O)Nc2ccccc2Cl)nc(N2CCOCC2)n1	2.3%	i	0.6	11.1%	.	.	-1.1%	.	.	-1.2%	1.4%	i	32.1
Cc1ccc(NC(=O)OCc2cn(-c3ccc(Cl)cc3)nn2)cc1	1.4%	i	1.4	2.0%	5.7	5.7	.	1.4	1372	-5.4%	12.2%	i	40.5
CCS(=O)(=O)N1CCN(S(=O)(=O)c2ccccc2)CC1	8.3%	i	0.9	0.8%	.	.	-0.3%	1.4	1179	3.3%	-3.1%	i	29.4
CC1CCCCC1NC(=O)c1cccc(S(=O)(=O)N2CCN(C)CC2)c1 (centres undefined)	-5.8%	i	0.7	-0.9%	.	.	.	.	.	2.5%	8.8%	i	26.6
CC(=O)c1ccc(NS(=O)(=O)c2ccc3c(c2)CCC(=O)N3)cc1	-0.8%	i	0.7	0.1%	.	.	.	.	.	.	.	i	24.1
Cc1ccc(S(=O)(=O)N(C)C)cc1NC(=O)COC(=O)c1c(C)noc1C	0.9%	i	0.3	0.8%	8.1	-23.7	-0.2%	1.2	931	7.6%	5.5%	i	55.3
Cc1ccc(-n2c(=O)c3cc4c(=O)n(-c5ccc(C)c(C)c5)c(=O)c4c(C(=O)c4ccc(C(=O)O)cc4)c3c2=O)cc1C	12.2%	i	0.2	-0.7%	.	.	-0.2%	-0.7	1326	-5.3%	3.9%	i	15.9
CCSc1ccc2c(c1)N(CCCN1CCN(C)CC1)c1ccccc1S2	?	i	0.8	19.3%	.	.	.	.	.	-1.3%	?	i	26.5
CN(CC(=O)N1CC=C(c2ccccc2)CC1)S(=O)(=O)c1ccc2c(c1)c(=O)n(C)c(=O)n2C	0.9%	i	3.2	1.3%	0.0	0.1	.	.	.	0.7%	24.2%	i	43.4
COCCn1nnnc1C(c1ccccc1OC)N1CCN(C(=O)c2ccco2)CC1 (centres undefined)	-4.8%	i	0.5	1.6%	.	.	0.1%	.	.	2.7%	2.1%	i	31.6
CCc1ccc(/C=N/NC(=O)c2cc(-c3ccncc3)nc3ccccc23)s1	5.1%	i	0.5	3.6%	4.2	8.0	-0.7%	66.1*	133*	-7.3%	6.7%	i	50.0
O=C(CCCn1c(=S)[nH]c2cc3c(cc2c1=O)OCO3)NC1CC1	6.3%	i	2.5	-0.1%	2.1	80.8	1.1%	1.0	1350	-3.0%	8.3%	i	48.8
Cn1ncc(Br)c1NC(=O)c1cc(Cl)cc(Cl)c1	7.2%	i	0.5	0.7%	.	.	-0.3%	.	.	1.1%	3.4%	i	51.5
CCOc1ccc(N2CC(C(=O)NCCCc3ccccc3)CC2=O)cc1 (centres undefined)	4.2%	i	0.7	0.7%	.	.	.	.	.	.	.	i	36.7
COc1ccc(CNC(=O)CCSCc2ccccc2Cl)c(OC)c1	-1.4%	i	0.2	3.9%	10.4	-12.9	-0.2%	3.7	1168	1.2%	24.6%	i	27.6
O=C(O)CSc1cc(C(=O)c2ccccc2O)cn2c(=O)c3c(-c4ccccc4)csc3nc12	14.0%	i	0.1	7.0%	-3.7	6.2	0.4%	-0.5	1026	-2.7%	21.0%	i	18.8
O=C(c1cc(-c2ccccc2O)on1)N1CCOCC1	4.2%	i	0.9	0.4%	.	.	-0.5%	.	.	-0.8%	7.4%	i	26.6
Cc1ccc2[nH]c(=O)c3cc(C(=O)N(CCCOC(C)C)Cc4ccco4)sc3c2c1	4.8%	i	8.0	1.6%	21.4	17.3	2.0%	.	.	9.9%	5.3%	i	23.0

Screening data: PubChem, several laboratories
